Screening results from PubChem BioAssay.
Lipid storage S3 = qHTS Assay for Lipid Storage Modulators in Drosophila S3 Cells. Drosophila S3 cells, BODIPY lipid droplet fluorescence, 18-24 h; cells fed with added oleic acid. lipid storage change, negative = inhibition, % at the top dose, mostly 46.1 µM; hits show Potency in µM. hit rate 0.64% among 320,000. AID 2685; active = well fitted inhibition curve with a large enough effect in the signal ratio, with a control signal flat, not every such curve was filed as active; inconclusive = small, poorly fitted or top-dose-only effect, or effect the other way, or a change in a side signal; the % refers to the signal ratio
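Drosophila S3 cells loaded with oleic acid (400 uM, as added) and compounds at several concentrations; lipid droplets imaged by 488-nm laser-scanning cytometry, 500–530 nm intensity and object ratio to cell channel. Percent activity normalized to 20 uM Triacsin C.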
Lipid storage S3 cell count max = second read-out of Lipid storage S3, no call of its own (marks repeat the call); cell number change, %; measured here: cell count max response;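 cells counted by Cell Tracker Red CMTPX staining in the red channel; peak over a dose series mostly up to 46.1 µM; percent activity relative to internal control wells on each plate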
Starred values were filed as active, the others as inactive; i = inactive; u = inconclusive; x = no result given; [ ] = another dose, or the depositor's remark. % is set by controls: 0 for no effect and ±100 for the full control effect; potency is the fitted concentration of half-maximal effect.

SMILES	Lipid storage S3	Lipid storage S3 cell count max
Nc1nc2ccc(S(=O)(=O)c3ccc4nc(N)sc4c3)cc2s1	13%	-12
CC1CC(C)(C)NC(=S)N1CCC(=O)N1CCc2ccccc2C1 (stereo not given)	u	x
c1ccc(-c2nnc(-c3ccccn3)s2)nc1	u	x
COC(=O)c1ccc2c(CCO)c[nH]c2c1	8%	x
CC1(C)CC(=O)C2=C(C1)OC1=C(C(=O)CC(C)(C)C1)C2c1ccccc1	u	x
COc1ccc(Cl)cc1C(=O)NNC(=S)NC(=O)c1ccc(F)c(F)c1	-4%	3
COC(=O)c1sccc1NC(=S)N1CCN(c2ccccc2)CC1	u	x
Cc1cccc(-n2c(SCC(=O)N3CCCC3)nc3n[nH]c(C)c3c2=N)c1	-3%	-14
COc1cc(/C=N/NC(=O)Cc2nnc(NC(=O)c3ccccc3)s2)ccc1O	u	x
O=C(NC(=S)Nc1ccc(CN2CCOCC2)cc1)c1ccc([N+](=O)[O-])cc1	7%	1
FC(F)Sc1ccc(NC(=S)NC2CCC(NC(=S)Nc3ccc(SC(F)F)cc3)CC2)cc1 (stereo not given)	i	7
CC(=O)c1ccc(S(=O)(=O)N(C)CCCC(=O)N(C)Cc2ccccc2F)cc1	i	28
O=C(NCCc1ccccc1)c1ccc(CS(=O)Cc2ccc(Cl)cc2)o1 (stereo not given)	i	-13
C#CCOc1ccc(/C=C2/C(=O)NN(c3ccc(F)cc3)C2=O)cc1OC	6%	-2
COc1ccc(S(=O)(=O)N2CCC(C(=O)O)(c3ccccc3)CC2)cc1	-10%	-15
Cc1cccc(-c2noc(CN(C(=O)C34CC5CC(CC(C5)C3)C4)C(C)C)n2)c1	25%	16
COc1ccc(NC(=O)C2CCCN(S(=O)(=O)c3ccc(-n4cnnn4)cc3)C2)cc1 (stereo not given)	u	x
COc1ccc(NS(=O)(=O)c2cc(NC(=O)CCNC(C)=O)ccc2N2CCCCC2)cc1	-1%	1
CCc1noc(C)c1C(=O)N1CCCSC1=Nc1ccccc1Cl	u	x
CC(C)(C)C(=O)Nc1ccccc1C(=O)NCc1cccnc1	u	x
Cc1ccc(C2C(=O)N(C3CCCC3)CC(=O)N2C2CCCCC2)cc1 (stereo not given)	u	x
c1nc2sc3c(c2c2nnnn12)CCCC3	u	x
CC(=O)Nc1ccc(S(=O)(=O)NC(CSc2ccc(C(=O)O)cc2[N+](=O)[O-])C(=O)O)cc1 (stereo not given)	10%	12
Cc1ccc(S(=O)(=O)N2CCCCC2)cc1C(=O)Nc1ccc(N2CCOCC2)cc1	-6%	-13
CCn1c(C)c(/C=N/Nc2nc3ccccc3s2)c2ccccc21	-22%	x
SMILES	Lipid storage S3	Lipid storage S3 cell count max
CCCCOC(=O)C1=C(C)Nc2nnnn2C1c1ccccc1Cl (stereo not given)	u	x
COc1ccc(OC)c(CN(CCCN2CCOCC2)C(=O)Nc2ccccc2)c1	10%	9
c1cncc(-c2noc(-c3ccco3)n2)c1	5%	-14
CCCCC(CC)C(=O)Nc1ncc([N+](=O)[O-])s1 (stereo not given)	-3%	-20
Fc1ccc(F)c(C2=NNC(=NCC3CCCO3)SC2)c1 (stereo not given)	u	x
COC(=O)Oc1ccc(/C=N/NC(=O)CSCc2ccc(Cl)cc2)cc1OC	-19%	0
Cn1cc(S(=O)(=O)CC(=O)Nc2ccc3c(c2)OCO3)c2ccccc21	0%	2
Cc1cc(C(=O)NC2CC(C)(C)Cc3c2cnn3-c2ccc(F)cc2)no1 (stereo not given)	u	x
CCc1ccc(-c2cc(C)no2)cc1S(=O)(=O)NCCCN1CCN(c2ccccc2)CC1	i	-1
COc1ccc(Br)cc1CN1CCN(C(=O)c2cccc(F)c2)CC1	u	x
COc1ccccc1/C=N/NC(=O)c1cccc(NC(=O)c2ccccc2Cl)c1	6%[9.22 µM]	-7
Cc1ccc(S(=O)(=O)N2CCN(C(=O)COC(=O)COc3cccc4c3OC(C)(C)C4)CC2)cc1	u	x
COc1ccc(C(=O)NCc2nnc(SCC(=O)Nc3nc4ccccc4s3)o2)cc1OC	u	x
CCC[N+](CC#Cc1ccccc1)(CCC)CC(=O)OCC	u	x
CCN(c1ccccc1C)S(=O)(=O)c1nnc(NC(=O)c2ccco2)s1	u	x
O=C(NCCc1ccccc1)c1cccc(N2C(=O)C3CC=CCC3C2=O)c1 (stereo not given)	2%	4
Cn1c(-c2sccc2OCc2ccc(Cl)cc2Cl)n[nH]c1=S	u	x
CCn1c(SCC(=O)Nc2ccc3c(c2)OCCO3)nc2c(c1=O)SC(C)C2 (stereo not given)	-13%	3
COc1ccc(C(CNC(=O)c2ccc(NS(=O)(=O)c3cccc([N+](=O)[O-])c3)cc2)N2CCOCC2)cc1 (stereo not given)	-22%	-17
O=C(CCCn1c(=S)[nH]c2ccccc2c1=O)NC1CCCC1	3%	0
O=C(NNc1c(Cl)cccc1Cl)c1cccs1	5%	-4
CC(C)c1ccc(-c2cc(C(=O)N3N=C(C(F)F)CC3(O)C(F)F)c3ccccc3n2)cc1 (stereo not given)	u	x
Cc1ccccc1Cn1nc(C)c(NC(=O)c2cc3nc(-c4ccco4)cc(C(F)(F)F)n3n2)c1C	u	x
COCCn1c(SCC(=O)NCc2ccc3c(c2)OCO3)nnc1C(C)C	u	x
COc1ccc(NC(=O)CC2C(=O)N(c3ccc(F)cc3)C(=S)N2NC(=O)c2ccc(Cl)cc2)cc1 (stereo not given)	u	x
SMILES	Lipid storage S3	Lipid storage S3 cell count max
O=C(O)COc1ccccc1-c1ccccc1	-3%	10
COc1cccc(N2C(=O)C(CC(=O)Nc3ccccc3)N(C3CCCCC3)C2=O)c1 (stereo not given)	u	x
Cn1nc(-c2ccccc2)cc1NC(=O)Nc1ccc(C(C)(C)C)cc1	u	x
Nc1ccc(S(=O)(=O)N2CCc3ccccc32)cc1	u	x
CC(C)(C)NC(=O)CN(C(=O)CS(=O)CC(=O)Nc1ccc(F)cc1)c1ccccc1F (stereo not given)	u	x
COc1ccccc1NC(=O)C(C)OC(=O)COc1cccc2c1OC(C)(C)C2 (stereo not given)	14%	x
CCN(CC)c1ccc(C(=O)Nc2cccc(F)c2)cc1	i	-5
CC1CCCC(C)N1CCCNC(=O)CN1C(=O)c2cccnc2Oc2ccc(Cl)cc21 (stereo not given)	-21%	18
Cc1ccc(NC(=O)CSC2=C(C#N)C(c3ccc4c(c3)OCO4)CC(=O)N2)cc1C (stereo not given)	-6%	-18
Clc1ccc(-c2csc(-c3ccno3)n2)cc1	u	x
O=C(Cc1ccc(Cl)c(Cl)c1)N1CCOCC1	u	x
Cc1noc(NS(=O)(=O)c2ccc(NC(=O)c3nn(-c4ccccc4)ccc3=O)cc2)c1C	u	x
CC(C)C(NC(=O)c1ccco1)C(=O)OCC(=O)N1CC(=O)Nc2ccccc21 (stereo not given)	u	x
COC(=O)c1ccc(OCc2cc(=O)n3ccsc3n2)cc1	5%	17
COc1ccc(-n2nc(C)c3onc(C)c3c2=O)cc1	1%	13
O=S(=O)(c1cccc(F)c1)N1CCN(c2ncnc3scc(-c4ccc(F)cc4)c23)CC1	u	x
COC(=O)[C@H](CCSC)NC(=O)c1cc2c(cn1)[nH]c1ccccc12	u	x
COc1ccc(Oc2nnc(-c3ccccc3)cc2C#N)cc1	u	x
COc1ccc(N2CCN(CCCNC(=O)CN3CCN(Cc4ccccc4C)C3=O)CC2)cc1	u	x
COc1ccc(C(=O)NC2CCSc3ccccc32)cc1 (stereo not given)	u	x
CC(=O)Nc1cccc(OCC(=O)NC(C)c2ccc3ccccc3c2)c1 (stereo not given)	i	15
[O-]/C(=C(\C(=S)Nc1ccc(SC(F)F)cc1)[n+]1ccccc1)c1ccc(Cl)cc1Cl	u	x
COc1ccccc1C(OC(=O)c1ccco1)C(=O)NC(C)(C)C (stereo not given)	9%	3
CCOC(=O)C1CCCN(CCC(=O)Nc2cc(C)cc(C)c2)C1 (stereo not given)	-3%	14
CCN1CCN(CCOc2ccc(Cl)cc2)CC1	14%	-3
SMILES	Lipid storage S3	Lipid storage S3 cell count max
Cc1ccccc1CNC(=O)C(=O)NCC1OCCCN1S(=O)(=O)c1cccs1 (stereo not given)	u	x
CN(C)c1ccc(CNC(=O)CCS(=O)(=O)c2ccc3c(c2)oc(=O)n3C)cc1	i	2
CC(=O)Nc1ccc(S(=O)(=O)N(C)CC(=O)OC(C)C(=O)N(C)C2CCCCC2)cc1 (stereo not given)	-24%	6
O=C(NN=C1CCCC1)c1ccc(O)cc1O	u	x
COc1ccc(C(=O)CN2C(=O)C(C)(C)Oc3ccc(C(=O)N4CCCCCC4)cc32)cc1	i	0
COc1ccc(/C=C/C(=O)NC(=S)Nc2ccc(S(N)(=O)=O)cc2)cc1	14%	4
COc1ccc(Cc2nc3ccc(C(=O)N(C)C(C)c4ccon4)cc3o2)cc1 (stereo not given)	i	-18
COc1ccccc1-c1nnc(SCC(=O)N2CC(C)CC(C)C2)o1 (stereo not given)	i	x
Cc1ccc(NC2OC(C(O)CO)C(O)C2O)cc1[N+](=O)[O-] (stereo not given)	10%	-3
COc1ccc(C(=O)NC(CO)c2nnc(SCc3ccc(Cl)c(Cl)c3)n2C)cc1 (stereo not given)	u	x
CSc1ncccc1C(=O)Nc1nccs1	i	-12
CS(=O)(=O)Nc1ccc2c(c1)ncn2CCc1ccccc1	2%	10
O=C(Nc1ccnn1C1CCN(Cc2cccc(F)c2F)CC1)C1CCCC1	u	x
OCCNCc1cc(Br)ccc1OCc1ccccc1Cl	u	x
CCOC(=O)c1cc(NC(=O)c2cnccn2)cc(C(=O)OCC)c1	u	x
N/C(=N\OC(=O)CCC1CCCC1)c1ccc(Br)cc1	-12%	-1
O=C(c1ccccc1Oc1ccccc1)N1CCN(c2ccccc2)CC1	12%	-2
O=C(Cc1ccc(S(=O)(=O)N2CCOCC2)s1)NCCOc1ccccc1F	21%	25
COc1cccc(NC(=O)COC(=O)COc2ccccc2[N+](=O)[O-])c1	-4%	-11
COC(=O)COc1ccc(-c2nccc(-c3ccc(Br)cc3)n2)cc1	u	x
Cc1ccccc1NC(=O)N1CCN(S(=O)(=O)c2ccccc2)CC1	20%	3
COC(=O)c1ccc(COc2ccc(-c3nnn(CC(=O)NC(C)(C)C)n3)cc2)cc1	6%	28
COc1cc(C(=O)NCc2cn3cccc(C)c3n2)cc(OC)c1OC	u	x
Cc1ccc(Oc2nn[nH]n2)cc1	u	x
O=C(COc1ccc(Br)cc1)Nc1cc(S(=O)(=O)N2CCCCC2)ccc1N1CCCCC1	u	x

No new results follow: entries from further up.
SMILES	Lipid storage S3	Lipid storage S3 cell count max
Cc1ccccc1CNC(=O)C(=O)NCC1OCCCN1S(=O)(=O)c1cccs1 (stereo not given)	u	x
CN(C)c1ccc(CNC(=O)CCS(=O)(=O)c2ccc3c(c2)oc(=O)n3C)cc1	i	2
CC(=O)Nc1ccc(S(=O)(=O)N(C)CC(=O)OC(C)C(=O)N(C)C2CCCCC2)cc1 (stereo not given)	-24%	6
O=C(NN=C1CCCC1)c1ccc(O)cc1O	u	x
COc1ccc(C(=O)CN2C(=O)C(C)(C)Oc3ccc(C(=O)N4CCCCCC4)cc32)cc1	i	0
COc1ccc(/C=C/C(=O)NC(=S)Nc2ccc(S(N)(=O)=O)cc2)cc1	14%	4
COc1ccc(Cc2nc3ccc(C(=O)N(C)C(C)c4ccon4)cc3o2)cc1 (stereo not given)	i	-18
COc1ccccc1-c1nnc(SCC(=O)N2CC(C)CC(C)C2)o1 (stereo not given)	i	x
Cc1ccc(NC2OC(C(O)CO)C(O)C2O)cc1[N+](=O)[O-] (stereo not given)	10%	-3
COc1ccc(C(=O)NC(CO)c2nnc(SCc3ccc(Cl)c(Cl)c3)n2C)cc1 (stereo not given)	u	x
CSc1ncccc1C(=O)Nc1nccs1	i	-12
CS(=O)(=O)Nc1ccc2c(c1)ncn2CCc1ccccc1	2%	10
O=C(Nc1ccnn1C1CCN(Cc2cccc(F)c2F)CC1)C1CCCC1	u	x
OCCNCc1cc(Br)ccc1OCc1ccccc1Cl	u	x
CCOC(=O)c1cc(NC(=O)c2cnccn2)cc(C(=O)OCC)c1	u	x
N/C(=N\OC(=O)CCC1CCCC1)c1ccc(Br)cc1	-12%	-1
O=C(c1ccccc1Oc1ccccc1)N1CCN(c2ccccc2)CC1	12%	-2
O=C(Cc1ccc(S(=O)(=O)N2CCOCC2)s1)NCCOc1ccccc1F	21%	25

Continuation:
SMILES	Lipid storage S3	Lipid storage S3 cell count max
CCCN(CCC)C(=O)CC(c1ccccc1)c1ccco1 (stereo not given)	1%	12
CC(NC(=S)NNS(=O)(=O)c1ccc(C(C)(C)C)cc1)c1ccccc1 (stereo not given)	1%	-15
Cc1ccccc1OCC(O)CN1CCN(CCN2C(=O)c3cccc4cccc(c34)C2=O)CC1 (stereo not given)	u	x
Cc1c(CCC(=O)O)c(=O)oc2cc3occ(-c4ccc(F)cc4)c3cc12	i	-22
O=C(CSCc1ccc(Cl)c(Cl)c1)Nc1c[nH]c(=O)[nH]c1=O	-2%	-13
Cc1ccc(N2C(=O)c3ccccc3C2Nc2ccc(S(=O)(=O)N3CCOCC3)cc2)nc1 (stereo not given)	u	x
COc1ccc(NC(=O)CSc2nc3c(c(=O)n2-c2ccccc2OC)SCC3)cc1	u	x
COc1cccc(C(=O)Nc2ccc(N3CCN(S(C)(=O)=O)CC3)cc2)c1	i	21
O=S(=O)(Cc1ccccc1)Nc1ccc(S(=O)(=O)NCC2CCCO2)cc1 (stereo not given)	-5%	9
Cc1cc(C)nc(SC(C)CNS(=O)(=O)c2ccccc2)n1 (stereo not given)	u	x
Cc1cccc(C(=O)NC2CC3CCCC(C2)N3Cc2ccccc2)c1 (stereo not given)	u	x

The list is partial; count on the stated rates, not on these rows.
